# TexasRed fluor: counter-screen for TRb-SRC2 inhibitors: fluorescence interference. Potency, µM (highest dose often 106 µM), for inactives: at the top dose fluorescence change, negative = quenching. hit rate 0.29% among 280,000. TRb/SRC2 Texas Red total fluorescence interference. AID 1479; active = well fitted curve in either direction with a large enough effect; inconclusive = small, poorly fitted or top-dose-only effect
#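 Human TRb ligand-binding domain at 0.6 uM with 20 nM Texas Red SRC2 peptide in Tris buffer containing 1 uM T3 and 5% DMSO, incubated with compound 5 h at ambient temperature. Total fluorescence (555/632 nm) calculated as parallel + 2 × perpendicular.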
# Tau fluor cs: counter-screen for tau fibril formation inhibitors; hit rate 0.93% among 280,000; Potency, µM (top dose mostly 57.7 µM), for the others: at the highest dose activity change, negative = decrease; tau K18 P301L Alexa594 fluorescence, heparin fibrillization; note: nearly all actives have a fitted effect of over 55% in size
#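 Human K18 P301L tau (15 uM unlabeled plus 0.24 uM Alexa 594-labeled, final) in 100 mM sodium acetate pH 7 was mixed with compound and 20 uM heparin and incubated 6 hr at 37 C.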
# TRb-SRC2 inh: TRbeta-SRC2 interaction inhibition; AID 1469; hit rate 0.065% among 280,000; TRbeta-SRC2 peptide binding, fluorescence polarization; receptor liganded with 1 µM T3; Potency, µM (titrated, usually from 106 µM), without a hit: top-dose activity change, negative = inhibition, usual class: inhibitors; P10828;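 note: plate controls were bound peptide for no effect and peptide without receptor for full effect; nearly all actives have a fitted effect of over 50% in size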
#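 Assay buffer: 20 mM Tris-HCl, 100 mM NaCl, 10% glycerol, 1 mM EDTA, 0.01% NP-40, 1 mM DTT, 1 uM T3, 5% DMSO; TRb LBD 0.6 uM, Texas Red SRC2 20 nM; FP after 5 hr.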
# L3MBTL1 inh: blocks human L3MBTL1; Q9Y468; AlphaScreen L3MBTL1–H3K9me1 peptide binding; Potency, µM (titrated, usually from 57.1 µM), for inactives: at the top dose activity, negative = inhibition, most hits filed as inhibitors; hit rate 0.66% among 230,000; AID 485360; note: nearly all actives have a fitted effect of over 60% in size
# Target sequence (Q9Y468 whole entry, looked up): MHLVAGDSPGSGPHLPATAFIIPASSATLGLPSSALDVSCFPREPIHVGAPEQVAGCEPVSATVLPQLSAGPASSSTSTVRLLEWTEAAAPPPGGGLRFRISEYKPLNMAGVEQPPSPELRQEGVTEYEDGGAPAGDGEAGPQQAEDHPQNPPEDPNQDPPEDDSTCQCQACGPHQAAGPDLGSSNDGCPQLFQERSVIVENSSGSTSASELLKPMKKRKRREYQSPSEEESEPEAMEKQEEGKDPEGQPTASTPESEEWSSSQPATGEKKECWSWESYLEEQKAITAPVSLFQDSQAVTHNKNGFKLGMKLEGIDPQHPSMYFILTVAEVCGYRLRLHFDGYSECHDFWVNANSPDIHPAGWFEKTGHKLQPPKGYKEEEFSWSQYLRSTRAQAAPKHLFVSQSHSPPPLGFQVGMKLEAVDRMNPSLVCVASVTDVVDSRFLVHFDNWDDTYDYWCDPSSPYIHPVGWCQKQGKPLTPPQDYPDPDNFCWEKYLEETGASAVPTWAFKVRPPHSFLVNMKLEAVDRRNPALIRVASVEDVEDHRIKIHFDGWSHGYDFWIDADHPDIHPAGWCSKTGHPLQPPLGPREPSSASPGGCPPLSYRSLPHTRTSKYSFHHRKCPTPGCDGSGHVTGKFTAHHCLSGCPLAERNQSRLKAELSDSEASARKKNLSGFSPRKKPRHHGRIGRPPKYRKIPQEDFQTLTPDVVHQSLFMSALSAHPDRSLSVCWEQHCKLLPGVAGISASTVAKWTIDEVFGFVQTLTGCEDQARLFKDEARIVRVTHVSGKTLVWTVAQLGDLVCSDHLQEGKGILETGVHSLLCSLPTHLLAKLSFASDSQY
#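 First, the protein-peptide complex forms for 30 min at room temperature (L3MBTL1 50 nM, biotinylated H3K9me1 peptide 75 nM). Next, compounds are pin-transferred and incubated 30 min. Finally, AlphaScreen beads are added and read after 30 min.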
# Tau fibril ThT: blocks human tau fibril formation measured by thioflavin T. AID 1460. Potency, µM (highest dose often 57.4 µM), inactives show at the top dose activity, negative = inhibition, hits mostly inhibitors. hit rate 2.1% among 270,000. P10636. recombinant tau K18 P301L (four-repeat tau fragment), heparin-induced fibrillization, ThT fluorescence; note: nearly all actives have a fitted effect of over 55% in size
# Target sequence (P10636 561-689 P618L limits assumed): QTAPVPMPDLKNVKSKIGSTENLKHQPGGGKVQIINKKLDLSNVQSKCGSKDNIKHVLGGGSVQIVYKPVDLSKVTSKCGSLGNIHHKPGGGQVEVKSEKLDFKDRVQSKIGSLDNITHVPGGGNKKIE
#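 Recombinant human tau K18 fragment […] carrying P301L, 15 uM unlabeled plus 0.24 uM Alexa 594-labeled, was fibrillized with 20 uM heparin in 100 mM sodium acetate pH 7 for 6 hr at 37 C; 30 uM ThT fluorescence read after 1 hr.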
# GLA spleen mod: inhibits or activates alpha-galactosidase in human spleen homogenate; P06280; human spleen homogenate, 4MU-alpha-Gal fluorescence, 40 min; Potency, µM (top dose mostly 80 µM), for the others: at the top dose activity change, negative = inhibition, usual class: inhibitors; hit rate 0.008% among 240,000;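 note: 0% = enzyme with vehicle and -100% = no enzyme basal signal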
#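 Inhibition or activation of alpha-galactosidase in human spleen homogenate is scored by 4-MU fluorescence after 40 min at 37C, pH 5.0, with 1 mM substrate. AC50s come from concentration-response fitted to the Hill equation.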
# Tau fibril FP: inhibitors of human tau fibril formation; K18 P301L tau heparin fibrillization, Alexa594 FP, 6 h; Potency, µM (top dose mostly 57.7 µM), for the others: top-dose activity, negative = inhibition, actives largely listed as inhibitors; hit rate 0.39% among 280,000; note: nearly all actives have a fitted effect of over 55% in size
#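 Recombinant K18 P301L […], labeled with Alexa 594 at 0.24 uM over 15 uM unlabeled; heparin inducer 20 uM final; 37 C, 6 hr; FP endpoint.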
# ALDH1A1 inh: ALDH1A1 (human) enzyme inhibition. Purified ALDH1A1, NADH fluorescence, propionaldehyde substrate. Potency, µM (titrated, usually from 75.3 µM), inactives show at the top dose activity, negative = inhibition, most hits filed as inhibitors. hit rate 7.3% among 220,000. AID 1030; active = well fitted inhibition curve with a large enough effect, not every such curve was filed as active; inconclusive = small, poorly fitted or top-dose-only effect, or another doubt; inactive = no such curve, though single readings can be large or run the other way;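 note: plate controls were no enzyme wells and a reference inhibitor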
# Active calls of the source: *; ? = inconclusive; · = no result given. Unless noted, calls come from the whole dose curve; as a rule, active = well fitted curve in the direction sought with a large enough effect; inconclusive = small, poorly fitted or top-dose-only effect, or another doubt; inactive = no such curve, though single readings can be large; an effect the other way counts as inactive or inconclusive. Unless noted, % is set by controls: 0 for no effect and ±100 for the full control effect; potency is the fitted concentration of half-maximal effect.
no.	compound	TexasRed fluor	Tau fluor cs	TRb-SRC2 inh	L3MBTL1 inh	Tau fibril ThT	GLA spleen mod	Tau fibril FP	ALDH1A1 inh
1	CC1CCc2noc(NC(=O)c3ccc([N+](=O)[O-])cc3)c2C1 (stereo unspecified)	7%	?	4%	·	?	·	0%	·
2	C[N+](C)(C)C(Cc1ccccc1)C(=O)[O-] (stereo unspecified)	-1%	-2%	0%	·	6%	-3%	4%	·
3	CC(=O)Nc1ccc(N=NN2CCOCC2)cc1	-1%	-27%	1%	·	10µM*	4%	-11%	-13%
4	O=C(O)C1CCN(Cc2cccnc2)CC1	-2%	0%	0%	14%	-3%	7%	9%	4%
5	CC1CCCC(C(=O)O)N1C(=O)CCSSCCC(=O)N1C(C)CCCC1C(=O)O (stereo unspecified)	0%	-18%	-12%	·	-24%	7%	-11%	11%
6	COc1ccccc1-n1nnnc1S(=O)(=O)Cc1ccc(Cl)cc1	2%	-10%	-15%	0%	?	-4%	1%	2.5µM*
7	Cc1cccc(NC(=O)Nc2nnc(N(C)Cc3ccccc3)s2)c1	-4%	?	0%	·	-27%	·	-7%	·
8	CC(C)CC(NC(=O)c1ccco1)C(=O)Nc1ccc2c(c1)OCCO2 (stereo unspecified)	1%	-22%	11%	·	-18%	-5%	-11%	1%
9	CCn1ncc(Br)c1C(=O)Nc1cccc(F)c1	-1%	12%	5%	-2%	16%	-4%	6%	12%
10	CC(C)c1ccc(OCc2cc(=O)n3c(-c4ccccc4)csc3n2)cc1	1%	-19%	5%	·	-10%	·	0%	·
11	Cc1cc(=O)n(CC(=O)N2CCN(c3ccc(F)cc3)CC2)c2c1c(C)nn2C	?	-6%	-4%	·	-6%	·	3%	·
12	COc1cc(C(=O)Nc2nc(N)n(-c3ccccc3)n2)cc(OC)c1OC	-5%	-8%	-7%	·	-10%	-1%	0%	0%
13	O=C(/C=C/c1ccc2ccccc2n1)N1CCN(S(=O)(=O)c2ccccc2F)CC1	0%	0%	4%	-2%	-10%	2%	5%	·
14	Cc1ccc(OCc2nnc(SCC(=O)C(C)(C)C)n2Cc2ccco2)cc1	3%	-2%	1%	-2%	-15%	7%	10%	-2%
15	CO[C@]12CC(COC(=O)c3cncc(Br)c3)CN(C)[C@@H]1Cc1cn(C)c3cccc2c13 (stereo partly specified)	0%	-8%	-2%	·	-7%	-14%	2%	2%
16	COCCCNC(=O)[C@H](CSCc1ccccc1)N1Cc2ccccc2C1=O	-1%	6%	-5%	·	·	1%	-1%	·
17	N#CCC(=O)N/N=C/c1cn(Cc2ccc(Cl)c(Cl)c2)c2ccccc12	-1%	?	-2%	-5%	?	-10%	-6%	-14%
18	CC(C)(C)c1ccc(NC(=O)c2ccsc2)cc1	4%	-30%	2%	15%	-24%	-9%	-8%	·
19	O=C(COC(=O)c1cc(-c2ccco2)nc2ccccc12)NCc1ccccc1	0%	?	1%	·	?	15%	-12%	?
20	NC(=O)C1=C[C@H](c2coc3ccccc3c2=O)C[C@H](OCCCCO)O1	3%	-10%	0%	7%	-8%	4%	3%	-2%
21	O=C(NCCCN1CCCCC1)C1(S(=O)(=O)c2ccc(Cl)cc2)CC1	-3%	5%	-5%	5%	-9%	2%	5%	5%
22	Nc1ccc(N2CCOCC2)cc1C(F)(F)F	1%	3%	4%	-13%	6%	-7%	3%	7%
23	CCn1c(C)nc2cc(N)ccc21	-1%	-7%	-4%	·	·	8%	-4%	·
24	CC(NS(=O)(=O)c1ccc(F)cc1)C(c1cccs1)N1CCOCC1 (stereo unspecified)	2%	-8%	0%	3%	-2%	0%	-5%	5%
25	O=C(COC(=O)c1ccncc1)c1ccc(Cl)c(Cl)c1	-1%	-2%	-1%	1%	0%	4%	1%	?

# The listing continues.
no.	compound	TexasRed fluor	Tau fluor cs	TRb-SRC2 inh	L3MBTL1 inh	Tau fibril ThT	GLA spleen mod	Tau fibril FP	ALDH1A1 inh
26	Cc1ccc(OCC(=O)N/N=C\c2cccs2)c([N+](=O)[O-])c1	1%	-24%	-5%	1%	?	9%	-1%	?
27	CCOC(=O)CN1CC23C=CC(O2)C(C(=O)NC2CCCCC2)C3C1=O (stereo unspecified)	1%	-2%	2%	·	-6%	9%	11%	5%
28	CCCc1nc(SCC(=O)NCc2ccco2)c2c(=O)n(C)c(=O)n(C)c2n1	0%	2%	-5%	1%	-5%	0%	-3%	-6%
29	COc1ccccc1CC(=O)Nc1ccc2nc(N3CCC(C)CC3)cc(C)c2c1	10%	?	-8%	·	-7%	·	-3%	·
30	CN=C(c1ccc([N+](=O)[O-])cc1)N1CCCCC1	-1%	7%	-3%	15%	5%	-1%	2%	9%
31	O=C(NCCc1ccccc1)C(=O)NCc1ccncc1	-5%	3%	0%	8%	5%	0%	2%	10%
32	COc1cc(/C=N/OCC(=O)Nc2ccc(OC(F)F)cc2)ccc1OCc1ccccc1	-1%	?	8%	8%	-5%	-5%	?	-2%
33	COc1ccc(C(=O)N2CCC(c3nc4ccccc4s3)CC2)cc1Cl	5%	9%	1%	·	-3%	·	13%	·
34	COC(=O)c1ccccc1NC(=O)N1CCc2c(sc3c2CCCC3)C1c1ccc(F)cc1 (stereo unspecified)	1%	-7%	-7%	·	-3%	·	-6%	·
35	COc1ccccc1NC(=O)N1CCN(c2nnc(C)c3c(C)n(-c4ccccc4)nc23)CC1	3%	11%	2%	·	3%	·	1%	·
36	Cc1ccc2nc(N3C(=O)CNC3=S)sc2c1	1%	-21%	-6%	-2%	?	5%	?	-10%
37	CCOc1cccc(C(=O)NC(=S)Nc2cccc(NC(=O)c3ccccc3Cl)c2)c1	-1%	1%	-3%	-3%	5%	-3%	15%	1.4µM*
38	O=C(NCCc1ccccc1)c1ccccc1NS(=O)(=O)N1CCCC1	-4%	-19%	5%	·	-2%	2%	-12%	?
39	CCOc1ccc(-n2nc(CO)c(C(=O)NCc3ccc(Cl)cc3)n2)cc1	1%	-7%	2%	·	-9%	·	-6%	·
40	CCC(=O)NC1(C(F)(F)F)C(=O)Nc2c1c(=O)[nH]c(=O)n2CC(C)C (stereo unspecified)	-1%	3%	4%	4%	-2%	-2%	1%	·
41	Cc1nc2ncnn2c(C)c1CCC(=O)N1CCN(c2cccc(Cl)c2)CC1	-3%	-6%	-8%	·	-1%	·	-2%	·
42	CCOC(=O)c1ccc(CN(Cc2ccc(C)cc2)S(=O)(=O)c2cccc([N+](=O)[O-])c2)cc1	1%	-22%	-26%	2%	-8%	-6%	-1%	-1%
43	COc1ccc(-n2c(SCC(=O)NCc3ccc(F)cc3)nc3c([nH]c4ccccc43)c2=O)cc1	-6%	-14%	0%	·	10%	·	-1%	·
44	Cc1ccc(C(=O)Nc2cccc(C(=O)O)c2)cc1	1%	-5%	-1%	·	-5%	-9%	10%	0%
45	CNC(=O)c1ccc(-c2ccc(OC)cc2)s1	1%	-5%	-6%	4%	?	?	6%	?
46	Cc1ccc(-c2csc(Cc3nc(-c4cc5ccccc5oc4=O)cs3)n2)cc1	-1%	-28%	-3%	-5%	-24%	?	-8%	12%
47	COc1ccc(CCn2c(C)cc(C(=O)CSc3nnnn3-c3ccccc3)c2C)cc1OC	1%	-22%	-1%	·	?	3%	-7%	?
48	O=C(NCc1ccccc1)c1ccc(S(=O)(=O)Nc2cccc(C(F)(F)F)c2)cc1	-4%	?	-4%	·	8%	3%	?	·
49	O=C(Nc1ccccc1)N1CCc2ccccc21	-6%	-6%	1%	9%	-12%	-19%	-2%	9%
50	COc1cccc(CNC(=O)C2CCN(S(=O)(=O)c3c(C)nn(C)c3C)CC2)c1	1%	-8%	0%	·	-11%	10%	-3%	3%

# The list goes on.
no.	compound	TexasRed fluor	Tau fluor cs	TRb-SRC2 inh	L3MBTL1 inh	Tau fibril ThT	GLA spleen mod	Tau fibril FP	ALDH1A1 inh
51	Cc1ccc(N=Cc2sc(O)c3ccccc23)c(C)c1	1%	-28%	-1%	-3%	?	-5%	?	13µM*
52	COC(=O)c1ccc(NC(=S)N2CCN(Cc3ccc(Cl)cc3)CC2)cc1	-2%	?	-12%	-15%	?	9%	-10%	2%
53	CCn1cc(C(=O)Nc2cccc(Cl)c2)c2cc(OC)c(OC)cc2c1=O	0%	?	-11%	·	?	·	0%	·
54	CC(C)=CCCC(C)CN1CCC(O)CC1 (stereo unspecified)	-2%	2%	-17%	·	-4%	-12%	-1%	-10%
55	CC/C=C1/OC(=O)c2ccccc21	-1%	·	-8%	·	·	5%	·	?

# Entries 44–54 of the list above:
no.	compound	TexasRed fluor	Tau fluor cs	TRb-SRC2 inh	L3MBTL1 inh	Tau fibril ThT	GLA spleen mod	Tau fibril FP	ALDH1A1 inh
44	Cc1ccc(C(=O)Nc2cccc(C(=O)O)c2)cc1	1%	-5%	-1%	·	-5%	-9%	10%	0%
45	CNC(=O)c1ccc(-c2ccc(OC)cc2)s1	1%	-5%	-6%	4%	?	?	6%	?
46	Cc1ccc(-c2csc(Cc3nc(-c4cc5ccccc5oc4=O)cs3)n2)cc1	-1%	-28%	-3%	-5%	-24%	?	-8%	12%
47	COc1ccc(CCn2c(C)cc(C(=O)CSc3nnnn3-c3ccccc3)c2C)cc1OC	1%	-22%	-1%	·	?	3%	-7%	?
48	O=C(NCc1ccccc1)c1ccc(S(=O)(=O)Nc2cccc(C(F)(F)F)c2)cc1	-4%	?	-4%	·	8%	3%	?	·
49	O=C(Nc1ccccc1)N1CCc2ccccc21	-6%	-6%	1%	9%	-12%	-19%	-2%	9%
50	COc1cccc(CNC(=O)C2CCN(S(=O)(=O)c3c(C)nn(C)c3C)CC2)c1	1%	-8%	0%	·	-11%	10%	-3%	3%
51	Cc1ccc(N=Cc2sc(O)c3ccccc23)c(C)c1	1%	-28%	-1%	-3%	?	-5%	?	13µM*
52	COC(=O)c1ccc(NC(=S)N2CCN(Cc3ccc(Cl)cc3)CC2)cc1	-2%	?	-12%	-15%	?	9%	-10%	2%
53	CCn1cc(C(=O)Nc2cccc(Cl)c2)c2cc(OC)c(OC)cc2c1=O	0%	?	-11%	·	?	·	0%	·
54	CC(C)=CCCC(C)CN1CCC(O)CC1 (stereo unspecified)	-2%	2%	-17%	·	-4%	-12%	-1%	-10%

# Assay outcomes as filed in PubChem BioAssay.

# Rows are unselected; overall some 8.5% were active at least once.
